mIDH1 inhibitor – qHTS for Inhibitors of mutant isocitrate dehydrogenase 1 (IDH1): qHTS | IDH1-R132H enzyme, NADPH consumption, diaphorase/resazurin fluorescence | Potency, µM (titrated, usually from 76.6 µM), for inactives: at the top dose activity change, negative = inhibition, usual class: inhibitors | AID 602179, 2012 | 0.093% of 390,000 active | Isocitrate dehydrogenase [NADP] cytoplasmic (Homo sapiens), O75874; further: potency means the concentration at half of the fitted maximal effect; on the % scale 0 is the no-effect control and ±100 the full control effect; nearly all actives have a fitted effect of over 65% in size
Target sequence (O75874 whole entry R132H, stated change not applied): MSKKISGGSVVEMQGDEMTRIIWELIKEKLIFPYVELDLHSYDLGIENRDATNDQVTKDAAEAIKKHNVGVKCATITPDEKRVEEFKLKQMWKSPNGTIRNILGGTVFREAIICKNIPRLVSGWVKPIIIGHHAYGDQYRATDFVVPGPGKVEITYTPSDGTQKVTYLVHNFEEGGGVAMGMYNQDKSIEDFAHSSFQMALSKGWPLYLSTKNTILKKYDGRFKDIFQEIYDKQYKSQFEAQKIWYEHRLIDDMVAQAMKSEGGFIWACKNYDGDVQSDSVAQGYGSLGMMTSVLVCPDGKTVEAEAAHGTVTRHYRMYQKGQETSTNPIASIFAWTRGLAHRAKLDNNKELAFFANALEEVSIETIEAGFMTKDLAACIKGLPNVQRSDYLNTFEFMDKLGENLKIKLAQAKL
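IDH1-R132H (0.5 ug/mL) preincubated 30 min with compound, then NADPH (0.016 mM) and alpha-KG (2 mM) added; 80 min at RT, pH 7.5. Remaining NADPH coupled via diaphorase/resazurin to fluorescence (540/590 nm); concentration-response curves normalized to no-enzyme control.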
TrxR1 substrate – qHTS Assay for Substrates of Mammalian Selenoprotein Thioredoxin Reductase 1 (TrxR1): qHTS | Thioredoxin reductase 1, cytoplasmic (Rattus norvegicus), O89049 | purified TrxR1 substrate turnover, NADPH consumption readout | Potency, µM (top dose mostly 114 µM), without a hit: at the top dose activity change, negative = substrate turnover | 0.01% of 390,000 active; further: potency means the concentration at half of the fitted maximal effect; on the % scale 0 is the no-effect control and ±100 the full control effect; nearly all actives have a fitted effect of over 50% in size
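Rat TrxR1, dispensed at 90 nM, was prereduced with 400 uM NADPH (final) for 5 min at ~22 deg C, then incubated with compound 15 min before 400 uM selenite. A first-read NADPH fluorescence drop versus no-compound background flagged substrates.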
PGK inhibitor – qHTS Assay to Find Inhibitors of Phosphoglycerate Kinase; Phosphoglycerate kinase, glycosomal (Trypanosoma brucei brucei), P07378; PGK/GAPDH coupled, Kinase-Glo luminescence, 60 min; Potency, µM (top dose mostly 57.5 µM), without a hit: at the top dose activity change, negative = inhibition, usual class: inhibitors; 0.043% of 380,000 active; further: potency means the concentration at half of the fitted maximal effect; on the % scale 0 is the no-effect control and ±100 the full control effect; nearly all actives have a fitted effect of over 60% in size
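Recombinant glycosomal PGK reaction used 1,3-bisphosphoglycerate generated in-well by GAPDH (100nM final) in 100mM TEA pH 7.6, 5mM MgCl2, 0.01% Tween-20. After 60 minutes at room temperature, ATP was read by Kinase-Glo Plus luminescence end-point.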
Pin1 inhibitor – qHTS Assay to Find Inhibitors of Pin1 | Peptidyl-prolyl cis-trans isomerase NIMA-interacting 1 (Homo sapiens), Q13526 | Pin1 FP peptide displacement, HiFluor488, 10 min | 0.009% of 390,000 active | Potency, µM (highest dose often 115 µM), for the others: top-dose activity, negative = inhibition, usual class: inhibitors | AID 504891, 2011; active means well fitted inhibition curve with a large enough effect in the polarisation, with a control signal flat, not every such curve was filed as active; inconclusive means small, poorly fitted or top-dose-only effect, or effect the other way, or a change in a side signal; inactive means no such curve, though single readings can be large or run the other way; the % refers to the polarisation; further: potency means the concentration at half of the fitted maximal effect; on the % scale 0 is the no-effect control and ±100 the full control effect
rTrxR1 inhibitor – qHTS Assay for Inhibitors of Mammalian Selenoprotein Thioredoxin Reductase 1 (TrxR1): qHTS | recombinant rTrxR1, NADPH fluorescence consumption, selenite substrate | AID 588453, 2011 | 1% of 390,000 active | Thioredoxin reductase 1, cytoplasmic (Rattus norvegicus), O89049 | Potency, µM (series often up to 114 µM), for the others: at the highest dose activity change, negative = inhibition, actives largely listed as inhibitors; further: potency means the concentration at half of the fitted maximal effect; on the % scale 0 is the no-effect control and ±100 the full control effect; nearly all actives have a fitted effect of over 65% in size
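Rat TrxR1 (90 nM in the dispensed reagent) was pre-reduced with 400 uM NADPH for 5 min at room temperature, then incubated with compound for 15 min. After 400 uM selenite was added, NADPH fluorescence (Ex 340/Em 450 nm) was followed for 8 min.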
PI4K2A inh – qHTS for small molecular inhibitors of PI4K2A; purified PI4K2A, ADP-Glo luminescence, 1 h; stronger effect = lower value; activity change, negative = inhibition, % at 76.9 µM; 0.13% of 420,000 active; AID 1346378, 2018; in the data active means activity change below about -50%; inconclusive means mostly about -30% to -49%;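 further: -100% = wells without enzyme as full effect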
Target sequence (Q9BTU6 whole entry, looked up): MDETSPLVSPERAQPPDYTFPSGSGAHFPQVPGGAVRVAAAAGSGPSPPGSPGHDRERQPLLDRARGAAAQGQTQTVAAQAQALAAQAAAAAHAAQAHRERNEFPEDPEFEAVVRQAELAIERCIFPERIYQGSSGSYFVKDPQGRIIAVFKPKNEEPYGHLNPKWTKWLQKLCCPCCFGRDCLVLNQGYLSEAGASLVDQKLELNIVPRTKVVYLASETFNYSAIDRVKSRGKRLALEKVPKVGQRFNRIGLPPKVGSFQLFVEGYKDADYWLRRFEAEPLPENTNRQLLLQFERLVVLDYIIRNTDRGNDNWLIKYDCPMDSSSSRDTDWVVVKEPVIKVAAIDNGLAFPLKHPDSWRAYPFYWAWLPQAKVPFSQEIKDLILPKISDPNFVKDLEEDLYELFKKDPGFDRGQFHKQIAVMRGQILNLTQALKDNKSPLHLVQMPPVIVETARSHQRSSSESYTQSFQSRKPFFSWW
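In this quantitative HTS, ADP production by PI4K2A was quantified luminescently after 1 h at ambient temperature; 100 microM adenosine served as plate-quality control.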
GLS inhibitor – qHTS for Inhibitors of Glutaminase (GLS); Glutaminase kidney isoform, mitochondrial (Homo sapiens), O94925; GLS enzymatic activity, qHTS titration; Potency, µM (series often up to 45.5 µM), for the others: top-dose activity change, negative = inhibition, actives largely listed as inhibitors; 0.21% of 410,000 active; AID 624170, 2012; further: potency means the concentration at half of the fitted maximal effect; on the % scale 0 is the no-effect control and ±100 the full control effect
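Two-point fluorescence kinetic (t0, 30 min RT) for hKGA; glutamate detected via glutamate oxidase–HRP–Amplex Red. Substrate: 1 mM L-glutamine solution; buffer 45 mM KH2PO4, pH 8.2.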
HP1b binding inh – HTS for Inhibitors of HP1-beta Chromodomain Interactions with Methylated Histone Tails; Chromobox protein homolog 1 (Homo sapiens), P83916; AlphaScreen HP1-beta / biotin-H3K9me3 peptide binding; Potency, µM (series often up to 114 µM), without a hit: at the highest dose activity change, negative = inhibition, usual class: inhibitors; 0.56% of 390,000 active; AID 540317, 2011; further: potency means the concentration at half of the fitted maximal effect; nearly all actives have a fitted effect of over 70% in size; inactives centre near 23
Target sequence (P83916 whole entry, looked up): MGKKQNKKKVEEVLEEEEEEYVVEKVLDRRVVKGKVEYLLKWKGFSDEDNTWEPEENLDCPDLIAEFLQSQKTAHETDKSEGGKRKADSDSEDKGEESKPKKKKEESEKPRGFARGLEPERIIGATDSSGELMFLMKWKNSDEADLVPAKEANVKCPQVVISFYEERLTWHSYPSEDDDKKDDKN
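HP1-beta protein (50 nM final) preincubated 30 min at room temperature with biotinylated H3(1-18)K9me3 peptide (50 nM) in PBS pH 7.4, 0.01% Tween-20, then compound added for 30 min. AlphaScreen streptavidin donor/nickel chelate acceptor beads (10 ug/mL final), 30 min dark, luminescence read.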
USP1 inh – Inhibitors of USP1/UAF1: Primary Screen; 0.23% of 390,000 active; Potency, µM (titrated, usually from 57.1 µM), for inactives: top-dose activity change, negative = inhibition, actives largely listed as inhibitors; recombinant USP1/UAF1, Ub-Rhodamine cleavage fluorescence; further: potency means the concentration at half of the fitted maximal effect; on the % scale 0 is the no-effect control and ±100 the full control effect; nearly all actives have a fitted effect of over 60% in size; inactives centre near -12
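USP1/UAF1 complex (1 nM) preincubated 15 min at room temperature with compound, then Ub-Rho substrate (150 nM final) added. Kinetic fluorescence at 480/540 nm over 6 reads at 60 s intervals; 50 mM HEPES pH 7.8, 0.5 mM EDTA, 0.1 mg/ml BSA, 1 mM TCEP, 0.01% Tween-20.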
* marks the source's active call; other numbers are inactive results; i = inactive; ? = inconclusive; / = not tested or not shown; [ ] = remark or other dose. Unless noted, the call rests on the fitted dose curve; in most records, active means well fitted curve in the direction sought with a large enough effect; inconclusive means small, poorly fitted or top-dose-only effect, or another doubt; inactive means no such curve, though single readings can be large; an effect the other way counts as inactive or inconclusive. Only part of the results is shown (hit frequency here may not be typical).

Start of the listing, in advance, 2 compounds:
SMILES	mIDH1 inhibitor	TrxR1 substrate	PGK inhibitor	Pin1 inhibitor	rTrxR1 inhibitor	PI4K2A inh	GLS inhibitor	HP1b binding inh	USP1 inh
CCOc1ccc(CN2CCN(Cc3cnn(CC)c3C)CC2CCO)cc1 (configuration not stated)	2%	4%	-7%	-6%	27%	-1	4%	11%	-18%
O=S(=O)(c1ccc2c(c1)OCCO2)N1CCN(c2ncnc3sccc23)CC1	-4%	0%	-2%	6%	9%	1	-26%	14%	-16%

The whole of this part, previewed entries included:
SMILES	mIDH1 inhibitor	TrxR1 substrate	PGK inhibitor	Pin1 inhibitor	rTrxR1 inhibitor	PI4K2A inh	GLS inhibitor	HP1b binding inh	USP1 inh
CCOc1ccc(CN2CCN(Cc3cnn(CC)c3C)CC2CCO)cc1 (configuration not stated)	2%	4%	-7%	-6%	27%	-1	4%	11%	-18%
O=S(=O)(c1ccc2c(c1)OCCO2)N1CCN(c2ncnc3sccc23)CC1	-4%	0%	-2%	6%	9%	1	-26%	14%	-16%
Cc1ccc2oc(-c3ccc(NC(=O)c4cccnc4)cc3)nc2c1	6%	-2%[57.1 µM]	i	12%	17%[57.1 µM]	4	-3%	19%	-16%
Cc1cccc2c1CC(C)(C)N=C2C1=C(O)CC(C)(C)CC1=O	1%	12%[57.1 µM]	-8%	-5%	10%[57.1 µM]	5	4%	22%	-23%
Cc1cc(=O)n2[nH]c(-c3ccsc3-n3c(C)ccc3C)cc2n1	?	6%	-18%	?	-18%	?	-27%	9%	?
O=C1Nc2ccccc2Oc2cc([N+](=O)[O-])cc(Oc3ccccc3)c21	0%	-8%	-7%	?	-15%	-8	-6%	17%	?
CCC(C)NC(=O)C1c2cc(OC)c(OC)cc2C(=O)N(C)C1c1cccs1 (configuration not stated)	4%	6%	4%	-4%	4%	-3	0%	45%[activator]	2%
COCCN(C(=O)CN1CCN(S(=O)(=O)c2ccc(F)cc2)CC1)c1c(N)n(Cc2ccccc2)c(=O)[nH]c1=O	4%	-8%	i	-3%	-7%	-4	-11%	45%[activator]	-19%
COc1ccccc1Nc1ccc2c(O)cc(S(=O)(=O)O)cc2c1	13%	-1%	22µM*	21µM*	?	-59*	2.2µM*	22µM*	?
CNC(=S)NNC(=O)Cn1ccc(C)n1	-3%	2%	-1%	-7%	2%	14	0%	26%	-3%
CCCC(=O)NC1=C(C#N)C2(CCCCC2)Cc2ccccc21	-2%	-1%[57.1 µM]	-1%	-4%	-6%[57.1 µM]	-6	4%	14%	-3%
COc1ccc(-c2ccncc2)cc1OC	/	2%	-8%	-3%	18%	6	-2%	12%	/
N/C(=N\OC(=O)c1ccccc1Br)c1ccc([N+](=O)[O-])cc1	1%	3%	-5%	2%	21%	0	3%	52%[activator]	-26%
FC(F)(F)c1cnc(NNC(=S)Nc2ccc(Cl)cc2)c(Cl)c1	4%	-5%	-5%	-2%	-20%	5	9%	-7%	-22%
CCOc1ccc(C(=O)COC(=O)c2cc([N+](=O)[O-])ccc2N2CCOCC2)cc1	0%	-7%	-4%	19%	7%	-3	-2%	0%	-24%
COc1ccc(OC)c(NC(=O)c2cc(OC(C)=O)cc(C(=O)Nc3cc(OC)ccc3OC)c2)c1	-2%	-3%	-4%	9%	22%	4	1%	36%[activator]	1%
Cc1cc(Sc2ncnc(N)c2[N+](=O)[O-])ncn1	5%	9%[57.1 µM]	0%	1%	?	0	-8%	26%	-13%
CCN(CCCNC(=O)c1cc2c(=O)n(C)c3ccccc3c2s1)Cc1ccccc1	4%	42%[activator]	10%	?	-6%	3	-1%	8%	-9%
N#Cc1ccccc1Cn1c(=O)n(Cc2ccc(C(=O)NCc3ccco3)cc2)c(=O)c2ccccc21	4%	2%[57.1 µM]	-8%	31%[activator]	-10%[57.1 µM]	7	-6%	11%	-2%
CC(C)=NN/C(N)=N/C(=S)Nc1ccc(C)cc1	5%	-9%	-7%	-1%	-7%	-2	25%	2%	-8%
COc1ccc(/C=N/NC(=O)c2cc3cc(OC)c(OC)cc3[nH]2)cc1	-1%	0%	-8%	2%	-7%	-4	8%	15%	-8%
CC1=CC(C)C(C[N+]2(C)CCCCC2)C(C)C1 (configuration not stated)	-11%	3%	-2%	0%	3%	-1	1%	-4%	-18%
CN(C)S(=O)(=O)c1cccc(C(=O)Nc2n[nH]c(C(F)(F)F)n2)c1	-5%	12%	-5%	-2%	14%	2	0%	9%[57 µM]	-13%
Cc1cccc(NC(=O)c2ccc3c(c2)CCN3S(C)(=O)=O)c1C	0%	2%	-2%	-2%	14%	1	-6%	39%	-27%
COCCn1c(=O)[nH]c2cc(C(=O)NCCc3ccc(OC)c(OC)c3)ccc2c1=O	6%	6%	-6%	-6%	21%	-4	7%	13%	-6%
COc1ccc(Cc2nnc(Nc3c(C)cccc3C)o2)cc1OC	0%	2%	0%	1%	0%	5	-5%	18%	-12%
CC(=O)c1ccc(N2CCN(C(=O)CCC(=O)Nc3ccc4nc(N5CCN(C)CC5)cc(C)c4c3)CC2)cc1	3%	2%	4%	9%	-2%	-7	25%	-10%	?
Cc1ccccc1NS(=O)(=O)c1ccc(C(=O)OCC(=O)NCC(C)C)cc1	1%	-2%[57.1 µM]	i	-2%	-2%[57.1 µM]	7	2%	23%	-7%
COc1ccc(-n2cnnc2SCC(=O)NC2CC2)cc1	-3%	/	-3%	/	/	4	-1%	/	-25%
COc1ccc(-c2nc3cc(NC(=O)c4ccc5c(c4)OCO5)ccc3o2)cc1	-3%	25%[57.1 µM]	-6%	16%	35%[57.1 µM]	-4	-2%	47%[activator]	-9%
O=C(O)CCC(=O)N1CCc2cc(S(=O)(=O)N3CC=C(c4ccccc4)CC3)ccc21	-2%	9%[57.1 µM]	-1%	-6%	-8%[57.1 µM]	-4	0%	1%	-19%
O=C(Cn1cnc2c(cnn2-c2ccc(F)cc2)c1=O)NCCc1ccccc1	7%	16%	-11%	1%	40%[activator]	-1	-10%	17%	?
N#Cc1ccccc1OCC(=O)OCC(=O)NC1CCCCC1	-1%	-11%	1%	-10%	-5%	-1	3%	35%	-5%
COc1ccc(C(=O)Oc2ccc3ccc(=O)oc3c2)cc1	5%	3%[57.1 µM]	-9%	36%[activator]	1%[57.1 µM]	-2	-8%	-4%	-6%
Cc1nnc(NC(=O)CSc2ncc(-c3ccccc3)[nH]2)s1	1%	4%	-5%	-1%	11%	4	14%	32%	-24%
COc1ccc(CCC(=O)NCCc2ccc(Cl)cc2)cc1	5%	4%	4%	-5%	12%	-6	3%	15%	-12%
CCOC(=O)Cn1nc(NC(=O)c2ccc(C(=O)OC)cc2)cc1C	-1%	-1%[57.1 µM]	-8%	-1%	14%[57.1 µM]	2	3%	7%	-5%
CCOC(=O)/C(N=Nc1ccc(Cl)cc1)=C(/O)c1ccc([N+](=O)[O-])cc1	7%	-5%	4%	1%	-15%	4	2%	13%	-5%
CCCCNS(=O)(=O)c1ccc2nc(-c3cccnc3)cc(C(=O)NC3CCCC3)c2c1	8%	-4%[0.0914 µM]	0%	-1%	7%	1	-12%	15%	-12%
COc1ccc2c(c1OC)C(=O)N(c1nc(SC)n[nH]1)C2=O	10%	-14%	i	-8%	14%[57.1 µM]	-1	-4%	33%	-5%
Cc1ccccc1C(=O)N(CC(=O)Nc1sc(C)c(C)c1C(N)=O)C1CCCC1	7%	11%[57.1 µM]	-3%	-1%	18%[57.1 µM]	-1	-14%	23%	-20%
C#CCN1C=CC(=O)[C@@H](OC(=O)Nc2ccc(C)cc2)[C@H]1c1ccccc1Br	5%	-8%	2%	?	10%	3	4%	15%	?
CCCC(C)NC(=O)Cc1ccc(S(=O)(=O)N2CCOCC2)s1 (configuration not stated)	-3%	-2%	-1%	10%	5%	-3	-8%	32%	-15%
O=C(NN=C(Cc1ccccc1)Cc1ccccc1)C1CC1	6%	-2%	8%	-7%	-2%	-2	-1%	26%	-3%
Cc1ccc(OCC(=O)NNC(=O)C2CCC2)cc1C	0%	-4%	7%	-1%	-6%	0	2%	35%	4%
NS(=O)(=O)c1ccc(NC(=O)COC(=O)c2ccc3c(c2)OCCO3)cc1	-5%	5%[57.1 µM]	-5%	5%	13%[57.1 µM]	1	-5%	26%	-7%
Cc1c(C(=O)N2c3ccccc3Sc3ccccc32)cccc1[N+](=O)[O-]	9%	-1%[57.1 µM]	-4%	?	28%[57.1 µM]	-13	-29%	0%	-23%
Cc1ccc(-n2nc(C(=O)Nc3ccc(C)c(F)c3)c(=O)n(C)c2=O)cc1	7%	-1%[57.1 µM]	9%	4%	11%[57.1 µM]	-3	-1%	22%[57 µM]	-18%

Screening data deposited in PubChem BioAssay by National Center for Advancing Translational Sciences (NCATS).
